# Screening results (PubChem)
# Pf apPOL inh: Pf-apPOL DNA polymerase inhibition. Recombinant Pf-apPOL, molecular beacon fluorescence, 1.5 h. inhibition, % at 10 µM. 210,000 compounds, 0.25% hits. AID 1794808
# mHTT CaM bind: disrupts binding of mutant huntingtin to calmodulin; inhibition, % at 15 µM; AlphaScreen His-mHTT/GST-CaM binding, luminescence; 190,000 compounds, 3.6% hits;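 note: 0% = both proteins with DMSO and 100% = one protein alone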
# The depositor's hits bear a star; nt = not tested or not shown; & = joins results of further samples. Cut-off read from the data, not from the text of the source: active = inhibition above about 50%; inactive = the rest.
SMILES,Pf apPOL inh,mHTT CaM bind
CCn1c(CNC(=O)C2CCC2)nc2c1CN(C(=O)Cc1ccc(Cl)cc1)CC2,-20,16
Clc1cccc(-c2n[nH]c(-c3ccccc3)n2)c1,-4&1,nt
COc1ccccc1CCC(=O)NC1(c2nc(-c3cccnc3)no2)CCCCC1,3,6
NCCNc1ccc([N+](=O)[O-])cc1,-1,12
Cc1cc(Cl)c(OCCCN2CCCC2)c(Br)c1,-9,1
O=C(NCc1ccc2c(c1)OCO2)C(c1ccccc1)c1ccccc1,-6,-4
O=c1oc(-c2ccccn2)nc2ccccc12,nt,2
CCOc1ccccc1N1CCN(C(=O)C2CCN(Cc3ccccc3)CC2)CC1,3,11
Cc1ccc(N2CCC(C(=O)NCc3ccccn3)C2=O)cc1Cl (stereo not drawn),0,9
O=C(Nc1ccccc1)Nc1cccc2cccnc12,-5,-4
O=C(CCC1CCCCC1)NCc1ccc2c(c1)OCO2,-7,-10
Cc1ccc2oc(C(=O)NCc3ccco3)cc2c1,-3,-8
O=C(Nc1ccc(Cl)cc1)c1cc2ccccc2oc1=O,-2,1
NC(=S)Nc1ccc(Br)c(Cl)c1,-1,nt
Cc1ccc(CN2C(=O)c3ccccc3C2C(=O)NCCCN2CCCCC2C)cc1 (stereo not drawn),-2,17
CCN(CC)C(=O)C1CCN(c2nc3ccc(-c4cccc(OC)c4)nc3s2)CC1,5,6
Cc1ccn(-c2cc(O)c(-n3ccc(C)n3)cc2O)n1,-2,-3
CC(=O)Oc1cccc([N+](=O)[O-])c1,-27,nt
Cc1cccc(C(=O)NCc2ccc3c(c2)nnn3C)c1,-2,2
Cc1c(-c2ccccc2)c(=O)oc2ccc(O)cc12,-2,-3
Cc1ccc(S(=O)(=O)N2CCC3(CC2)NCCN=C3NCc2cccc(F)c2)c(C)c1,-1,2
CC(=O)Nc1cccc(-c2nc3ccccc3s2)c1C,0,-7
CCc1nc2c(NC(=O)Cc3ccc(C)cc3)cccn2n1,-1,26
COc1ccc(OC)c(C2=NOC(C(=O)Nc3ccc(C)cc3)C2)c1 (stereo not drawn),2,-11
Cc1cc(C(=O)NCC2(c3cccs3)CC2)no1,-4,-11
SMILES,Pf apPOL inh,mHTT CaM bind
CCS(=O)(=O)N1CCc2ccc(NS(=O)(=O)Cc3ccccc3F)cc2C1,-4,-11
CC(=O)Nc1cccnc1-c1ccc(C(=O)Nc2ccc(C)cc2)cc1,17,1
Cc1ccc(Oc2nc(C)nc3sccc23)cc1,-13,-5
O=C1C([N+](=O)[O-])=C(O)c2cccc3cccc1c23,70*,nt
CC(C)c1ccc(N2CCC(C(=O)NC3CC3)C2=O)cc1 (stereo not drawn),-3,3
COc1ccc(OC)c(N=Cc2cc(I)cc(C)c2O)c1,-2,8
O=c1c(S(=O)(=O)N2CCCCCC2)cccn1Cc1ccc(F)cc1,-2,-8
CC(C)(C)c1ccc(C(=O)Nc2ccc(NC(=O)C(=O)O)cc2)o1,4,4
COc1ccc(CNC(=O)C2CCCN(Cc3nc(-c4cccs4)oc3C)C2)cc1 (stereo not drawn),0,8
COc1ccc(-c2nnc3c4ccccc4c(Cl)nn23)cc1,-6,6
O=C(CN1C(=O)/C(=C/c2ccccc2F)Sc2ccccc21)N1CCCC1,-3,32
O=C(CCCc1ccccc1)N1CCCN(C2CCN(Cc3ccc(F)cc3)C2=O)CC1 (stereo not drawn),-9,43
COc1ccc(NC(=O)CN(c2ccc(C)c(C)c2)S(C)(=O)=O)cc1OC,-12,5
COc1cc(C(=O)Nc2cccc(C(F)(F)F)c2)cc(OC)c1OC,20,-2
CCC(=O)NCc1csc(C2CCCN(C(=O)c3ccccc3OC)C2)n1 (stereo not drawn),-1,4
Cc1ccc(NC(=O)c2cc(S(=O)(=O)NCCc3ccccc3)ccc2F)cc1F,1,6
COc1ccc(N2C(=O)CC(Nc3ccc(OC(F)(F)F)cc3)C2=O)cc1 (stereo not drawn),0,-4
N#C/C(=C\c1cc([N+](=O)[O-])ccc1Cl)C(=O)NCCc1c[nH]c2ccccc12,-4,96*
CC1=NN(C(=O)Cc2ccccc2)C(c2ccccc2)C1 (stereo not drawn),-11,-3
CC(C)(C)c1cc2nc[nH]c(=O)c2s1,-1,nt
COCCOC(=O)c1c(C)n(C)c2ccc(OC(=O)C3CC3)cc12,-16,-5
O=C(Nc1ccccc1F)C1CCc2nc(N3CCOCC3)ncc2C1 (stereo not drawn),-4,4
Cc1cc(C)c2c(=O)c(C#N)coc2c1,37,nt
CCOC(=O)c1ccc(-c2coc3cc(O)c(CC)cc3c2=O)o1,-2,-1
O=C(Cn1ccc2ccccc21)N1CCN(C(=O)c2ccco2)CC1,5,12

# Three of these compounds, reformatted.
SMILES	Pf apPOL inh	mHTT CaM bind
CC(=O)Nc1cccnc1-c1ccc(C(=O)Nc2ccc(C)cc2)cc1	17	1
Cc1ccc(Oc2nc(C)nc3sccc23)cc1	-13	-5
O=C1C([N+](=O)[O-])=C(O)c2cccc3cccc1c23	70*	nt

# Of the compounds above, two contain a cyano group.
SMILES,Pf apPOL inh,mHTT CaM bind
N#C/C(=C\c1cc([N+](=O)[O-])ccc1Cl)C(=O)NCCc1c[nH]c2ccccc12,-4,96*
Cc1cc(C)c2c(=O)c(C#N)coc2c1,37,nt

# Back to the main list; the two compounds before the break are reprinted first.
SMILES,Pf apPOL inh,mHTT CaM bind
CCOC(=O)c1ccc(-c2coc3cc(O)c(CC)cc3c2=O)o1,-2,-1
O=C(Cn1ccc2ccccc21)N1CCN(C(=O)c2ccco2)CC1,5,12
O=c1nc(Nc2ccc(OC(F)(F)F)cc2)c2ccccc2o1,-5,nt
O=C1CC(c2ccc(Br)cc2)c2c(n[nH]c2-c2ccccc2)N1 (stereo not drawn),-3,-7
O=C1C2C3c4ccccc4C([N+](=O)[O-])(c4ccccc43)C2C(=O)N1n1cnnc1 (stereo not drawn),-6,0
CC(=O)N(CN1C(=O)C2CCCCC2C1=O)c1ccccc1 (stereo not drawn),-3,-3
Cc1cc(Br)ccc1NCc1ccccn1,0,-2
O=C(CSc1cccc2cccnc12)N1CCCCC1,-2,88*
CCCn1cnnc1C1CCCCN1S(=O)(=O)c1cccc(C#N)c1 (stereo not drawn),-4,1
Cc1cc(CSc2ccccc2)ccc1NC(=O)C(C)N(c1ccccc1)S(C)(=O)=O (stereo not drawn),0,1
O=C(NCc1cccnc1)C1CC(c2ccccc2Cl)=NO1 (stereo not drawn),0,-12
COc1cc(C(=O)Nc2ccc(Cl)cc2Cl)c([N+](=O)[O-])cc1OC,13,7
CC1(C)OCC2(CO1)CN(C(=O)CN1C(=O)CCC1=O)C2,-6,-6
CCCCC(=O)N1CCC(N2CCC(C(=O)N3CCCCC3)CC2)CC1,-9,7
Cc1ccc(C2CC(c3ccccc3)Nc3nc(N)nn32)cc1 (stereo not drawn),3,12
COc1ccc(C(NC(=O)Cc2ccccc2)NC(=O)Cc2ccccc2)cc1OC,14,5
COc1ccc(Cl)cc1Nc1nc(-c2ccncc2)cs1,-3,-2
COc1ccccc1N1CCN2c3ccccc3CC(C(=O)NC3CC3)C2C1 (stereo not drawn),-1,0
Cc1nc2c(n1C)CN(C(=O)c1ccc(Br)o1)CC2,2,-3
CC(C)c1csc(-c2ccc(CNC(=O)c3ccncc3)cc2)n1,2,30
Cc1ccc(C(=O)N2CCCCC2)c(C2CCN(C(=O)Cc3ccccc3)CC2)n1,-7,-2
O=C(Nc1ccc2c(c1)OCCO2)c1csc(-c2cccc3c2CCO3)n1,-5,nt
CN(C)CC(C)(C)CNC1C2CC3CC(C2)CC1C3 (stereo not drawn),3,-4
CCCCOc1ccc(C(C)NC(=O)CCS(=O)(=O)Cc2ccccc2Cl)cc1 (stereo not drawn),-17,10
CCCc1c(OCCCOc2ccc(OCC(=O)O)cc2)ccc(C(C)=O)c1O,0,nt
CC(C)(C)C(=O)NC(n1cc(F)c(=O)[nH]c1=O)C(Cl)(Cl)Cl (stereo not drawn),-6,-2
Cc1cccc(-n2c(O)cnc2Nc2nc(C)cc(C)n2)c1,-2&-4,-4&22
SMILES,Pf apPOL inh,mHTT CaM bind
CCCNC(=O)CSc1nc2nc(C)c(Cc3ccccc3C)c(C)n2n1,-5,7
CC1=C(C(=O)O)N2C(=O)[C@@H](NC(=O)C(N)C3=CCC=CC3)[C@H]2SC1 (stereo partly drawn),-3,nt
NC(=O)N1CCC(CCCC2CCN(C(N)=O)CC2)CC1,nt,-5
CSc1ccccc1C(=O)Nc1nc2nc(C)cc(C)c2s1,-10,13
O=C1C=CC(=O)N1c1ccc(Br)cc1[N+](=O)[O-],4,9
CCOc1ccc(S(=O)(=O)NCCO)cc1-c1nc2c(C(C)(C)C)nn(C)c2c(=O)[nH]1,8,18
O=C(CSc1nnc(-c2cccc(F)c2)n1-c1ccccc1)NC1CCCCC1,-3,-6
Cc1ccccc1NC1=CC(=O)CC(c2ccccc2)C1 (stereo not drawn),-5,-2
C=CCNS(=O)(=O)c1ccc([N+](=O)[O-])cc1,-10,3
O=C(Nc1ccc(-c2nc3ccccc3s2)c(O)c1)c1cc(=O)c2ccccc2o1,-3,-7
COc1cccc(C2C(C#N)=C(N)N(c3c(F)cccc3F)C3=C2C(=O)CC(C)(C)C3)c1 (stereo not drawn),1,-2
COc1cc(Cl)c(C)cc1NC(=O)C1CCCCC1,-3,-12
CC1CCCCN1c1nc(-c2ccc(F)cc2)ncc1C(=O)NC1CC1 (stereo not drawn),1,33
O=C(O)c1ccccc1-c1ccccc1C(=O)Nc1nc2ccccc2s1,-2&0&-16,-14&5&-3
O=C(NC(=S)N1CCOCC1)c1ccccc1,-1&8,nt
CCCc1cc(C2CCCN2C(=O)Nc2ccc(OC)cc2OC)no1 (stereo not drawn),-4,-4
Cc1oc(C2CCN(C(=O)C3CCC3)CC2)nc1C(=O)N(C)C,-3,-8
O=C(CN1CCCC(COCc2ccccc2)C1)N1CCN(c2ccccc2)CC1 (stereo not drawn),-4,4
NS(=O)(=O)c1cccc(NC(=O)c2ccccc2I)c1,-3,2
CC(=O)C1=C(C)NC(SCc2cccc([N+](=O)[O-])c2)=C(C#N)C1c1cccc(C)c1 (stereo not drawn),-1,13
Cc1ccc(-n2ccn3cc(-c4cccs4)nc3c2=O)cc1Cl,-1,-6
COc1ccc(-c2c(C)oc3cc(OCC(=O)OC(C)(C)C)ccc3c2=O)cc1OC,-13,19
COc1ccccc1Cc1noc(-c2ccc([N+](=O)[O-])cc2)n1,-2,9
O=C(c1nccc2ccccc12)N1CCC2(C1)Nc1cccnc1NC2=NC1CCCC1 (stereo not drawn),-1,46
CC(O)CNC(=O)C(=O)Nc1ccccc1Cl (stereo not drawn),-4,1

# In the list so far, five have a furan ring, fused or not.
SMILES,Pf apPOL inh,mHTT CaM bind
Cc1ccc2oc(C(=O)NCc3ccco3)cc2c1,-3,-8
CC(C)(C)c1ccc(C(=O)Nc2ccc(NC(=O)C(=O)O)cc2)o1,4,4
CCOC(=O)c1ccc(-c2coc3cc(O)c(CC)cc3c2=O)o1,-2,-1
O=C(Cn1ccc2ccccc21)N1CCN(C(=O)c2ccco2)CC1,5,12
Cc1nc2c(n1C)CN(C(=O)c1ccc(Br)o1)CC2,2,-3
